Source: PubChem (several laboratories)
T cell modulator: modulates CD8 T cell binding to vesicles; calls only at 7 µM; actives 0.068% (n = 330,000); 2C CD8+ T cell-vesicle binding, flow cytometry; stronger effect = lower value;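 active = response, share of CD8 T cells binding vesicles, and their 90th percentile fluorescence all below set limits, cut at about 80% in these data, passing the limit was not always enough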
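Assay system: 2C TCR transgenic mouse naive CD8+ T cells, MACS-purified | Read-out: CD8+ gate FL2 mean fluorescence as % of same-row positive control | Signal: High-throughput flow cytometry with anti-B7-1 and anti-CD8 staining | Timing: Binding step 1.5 h, 37 °C, antibody labelling 20 min, ice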
NTR1 ag: NTR1-driven beta-arrestin-GFP spot formation – imaging, U2OS cells, high content, primary screen (AID 493036); P30989; activation, % at 20 µM; actives 0.17% (n = 330,000); agonist mode;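 active = activation at or above 40% of the spot to cytoplasm intensity ratio, with at least 20 cells analyzed; inconclusive = wells under 20 cells, flagged as cytotoxic or low count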;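 also: 0% = DMSO without peptide and 100% = 100 nM NTR1 peptide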
Target sequence (P30989 whole entry, looked up): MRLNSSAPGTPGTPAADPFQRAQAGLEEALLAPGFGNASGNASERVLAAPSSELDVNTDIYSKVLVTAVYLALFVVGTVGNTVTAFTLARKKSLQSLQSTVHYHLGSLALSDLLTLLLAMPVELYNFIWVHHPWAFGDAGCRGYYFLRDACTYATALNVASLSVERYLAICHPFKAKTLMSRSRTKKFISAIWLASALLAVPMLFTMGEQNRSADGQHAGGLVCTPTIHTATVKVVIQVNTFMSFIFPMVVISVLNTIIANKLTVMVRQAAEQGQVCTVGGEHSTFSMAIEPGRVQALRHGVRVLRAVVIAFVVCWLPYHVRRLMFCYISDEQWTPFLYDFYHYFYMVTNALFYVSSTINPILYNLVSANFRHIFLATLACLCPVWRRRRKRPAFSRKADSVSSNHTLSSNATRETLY
KOR beta-arrestin-1: KOR antagonists, beta-arrestin recruitment, cell-based, luminescence, uHTS (AID 1778); KOR beta-arrestin recruitment, luminescence, antagonist mode; higher % means a stronger effect; one-dose inhibition, % at 10 µM; IC50 in µM for titrated hits; actives 0.091% (n = 290,000); in the data active = inhibition above about 50%; also: strong numbers were not always called active
PhoP inhibition: PhoP-dependent GFP reporter repression – Salmonella Typhimurium, primary screen (AID 1863); S. Typhimurium PhoP-regulated promoter GFP reporter, 4 h; higher % means a stronger effect; one-dose inhibition, % at 50 µM; IC50 in µM for titrated hits; actives 0.16% (n = 300,000);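 active = inhibition over 29.93%, a cutoff 3 SD above the screen mean, later confirmed by dose response; inconclusive = inhibition over 29.93% but no dose response follow-up; inactive = inhibition at most 29.93% or unconfirmed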;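 also: 0% = low Mg2+ inducing control and 100% = high Mg2+ repressing control; strong numbers were not always called active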
GPR35 arrestin U2OS: inhibition of zaprinast-stimulated GPR35 beta-arrestin translocation – imaging, U2OS, beta-arrestin-GFP, zaprinast agonist, primary screen (AID 2058) | U2OS GPR35 beta-arrestin-GFP translocation imaging, zaprinast antagonism; higher % means a stronger effect | inhibition, % at 10 µM, or IC50 in µM where a hit was titrated | actives 0.052% (n = 290,000);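 active = inhibition of at least 50% with at least 30 cells and total cytoplasm GFP at most 10,000,000; inconclusive = under 30 cells or total GFP of 10,000,000 plus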
KOR beta-arrestin-2: KOR agonists, beta-arrestin recruitment, primary screen, cell-based, luminescence, uHTS (AID 1777); one-dose activation, % at 10 µM; EC50 in µM for titrated hits; KOR beta-arrestin recruitment, luminescence; higher % means a stronger effect; actives 0.02% (n = 280,000); in the data active = activation above about 50%, passing the limit was not always enough; also: a part of the inactive calls stands beside numbers as strong as those of hits
GPR55 antagonists: GPR55 antagonists blocking LPI-driven arrestin recruitment, primary screen, imaging, U2OS, beta-arrestin-GFP, LPI agonist (AID 2013); U2OS GPR55 beta-arrestin-GFP translocation imaging, LPI antagonism; higher % means a stronger effect; one-dose inhibition, % at 10 µM; IC50 in µM for titrated hits; actives 0.13% (n = 290,000);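 active = spots per cell inhibited over 60%, with over 100 cells counted and total cytoplasm intensity under 500,000; inconclusive = wells with under 100 cells, flagged as likely toxic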;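 also: U2OS cells stably carrying GPR55 and arrestin-GFP stimulated by 5 µM LPI near EC80; imaged beta-arrestin-GFP aggregate spots per cell after agonist stimulation; plate controls were LPI-stimulated DMSO wells for no effect and DMSO wells without LPI for full effect; some results filed as inactive read as strong as hits; confirmed hits need IC50 under 10 µM and bright autofluorescent wells are also inconclusive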
GPR55 beta-arrestin: selective activators of receptor GPR55 – imaging, U2OS cells, beta-arrestin-GFP redistribution, primary screen (AID 1961); activation, % at 10 µM; hits with a dose series show EC50 in µM; actives 0.048% (n = 290,000); U2OS GPR55 beta-arrestin-GFP redistribution imaging; higher % means a stronger effect;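 active = activation above 40% with more than 50 cells counted in the well; inconclusive = wells holding fewer than 50 cells, flagged as toxic or sparse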;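 also: U2OS osteosarcoma cells stably expressing GPR55 and beta-arrestin-GFP; plate controls were DMSO negative control for no effect and LPI positive control for full effect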
West Nile antiviral: West Nile virus antiviral activity, cell-based, CPE readout (AID 1621); actives 0.02% (n = 290,000); CPE inhibition, % at 10 µM; hits with a dose series show IC50 in µM; West Nile virus-infected cells, CPE inhibition; higher % means a stronger effect; in the data active = a potency from the dose series; inconclusive = CPE inhibition mostly from about 3.7% at the one dose, without a potency; inactive = the rest, 99 in 100 with CPE inhibition below about 2.2%; also: strong numbers were not always called active
T cell modulator vesicle-bound %: second read-out of T cell modulator, no call of its own (marks repeat the call); double positive events, %; measured here: CD8+ vesicle-bound cell fraction;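 binding gate set so that unloaded-vesicle control wells show 10% double positive cells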
NTR1 ag cell count 20 µM: further read-out of NTR1 ag, marked with its call; cell count; measured here: cell count, cytotoxicity flag
Active calls of the source: *; i = inactive; ? = inconclusive; / = no result given; [ ] = another dose, or the depositor's remark.

SMILES,T cell modulator,T cell modulator vesicle-bound %,NTR1 ag,NTR1 ag cell count 20 µM,KOR beta-arrestin-1,PhoP inhibition,GPR35 arrestin U2OS,KOR beta-arrestin-2,GPR55 antagonists,GPR55 beta-arrestin,West Nile antiviral
O=C(CCCCC(=O)Nc1ccccc1Cl)Nc1ccccc1Cl,i,18,0.4,88,17%,-6%,26%,0.2%,-16%,-0.1%,-0.5%
O=S(=O)(Nc1cccc(-c2cn3c(n2)SCC3)c1)c1ccccc1F,i,10,-0.4,56,-9%,2%,3%,8.0%,7%,-0.1%,0.1%
Cc1nc2ccccn2c1CN(C)C(=O)C1CCC(=O)N(Cc2cccc(F)c2)C1 (stereo unspecified),i,32,1.7,61,-25%,3%,12%,0.2%,8%,0.3%,-0.2%
O=C(C1CCN(c2nc(-c3ccccc3)nc3c2CCC3)CC1)N1CCC(O)CC1,i,13,1.1,53,6%,-1%,0%,4.0%,-2%,-0.1%,1.1%
Cc1ccc(C)c(N2CCN(c3ccc([N+](=O)[O-])cn3)CC2)c1,i,47,1.7,109,-8%,1%,9%,-1.7%,-6%,0.0%,-0.2%
O=C(N/N=C1\CCc2ccccc21)c1ccccc1O,i,48,0.2,35,3%,-8%,7%,4.9%,-11%,-0.1%,-0.7%
O=S(=O)(NC1CC1)c1ccc(S(=O)(=O)N2CCC3(CC2)OCCO3)cc1,i,36,0.1,40,-31%,3%,19%,-2.8%,9%,-0.1%,0.9%
Cc1cccc(OCC(=O)Nc2ccc3c(c2)OCCO3)c1,i,16,0.7,63,12%,-8%,-3%,-2.4%,-10%,0.1%,0.4%
O=C(CN1c2ccccc2Sc2ccccc21)NNC(=S)Nc1ccc(Cl)cc1Cl,i,14,3.3,43,-27%,16%,6%,-1.6%,1%,0.0%,/
O=C(CSc1ccc2c(c1)OCCO2)Nc1cccc(S(=O)(=O)N2CCCCC2)c1,i,50,0.5,79,20%,0%,-12%,6.5%,10%,-0.3%,/
Cc1cccc(NC(=S)N(C)Cc2cn(C)c3ccccc23)c1,i,47,-1.4,50,-14%,2%,-3%,7.4%,6%,0.3%,-1.1%
Cc1ccc(C)c(NS(=O)(=O)c2cc(C(=O)Nc3ccccc3-c3ccccc3)ccc2Cl)c1,i,14,5.0,48,-10%,-6%,-1%,5.8%,/,-0.1%,-0.8%
O=Cc1c(OCc2ccccc2)ccc2ccccc12,i,41,5.4,48,-77%[20 µM],-2%,-8%,6.5%,-10%,0.3%,-0.3%
O=[N+]([O-])c1ccc(/C=C/C2=NN(c3ccccc3)C(c3ccco3)C2)cc1 (stereo unspecified),i,56,/,/,-4%,6%,28%,2.0%,?,120%*,-1.1%
Cc1csc(NC(=O)CSc2nnc(-c3ccoc3C)n2Cc2ccco2)n1,i,36,-2.4,59,32%,-1%,-1%,0.1%,-6%,-0.1%,-0.1%

Later entries:
SMILES,T cell modulator,T cell modulator vesicle-bound %,NTR1 ag,NTR1 ag cell count 20 µM,KOR beta-arrestin-1,PhoP inhibition,GPR35 arrestin U2OS,KOR beta-arrestin-2,GPR55 antagonists,GPR55 beta-arrestin,West Nile antiviral
CCOC(=O)c1[nH]c2ccc(F)cc2c1NC(=O)CCN1CCSCC1,i,24,0.7,44,20%,7%,2%,-4.1%,2%,0.3%,-0.3%
O=C1c2cccc3cc([N+](=O)[O-])cc(c23)C(=O)N1/N=C/c1ccc(O)cc1O,i,27,5.6,63,-5%,-12%,0%,-1.9%,6%,0.4%,-0.2%
COCC(=O)Nc1nc2n(n1)C(c1ccc(Cl)cc1)CC(c1ccc(OC)cc1)N2 (stereo unspecified),i,57,2.3,47,6%,6%,-11%,-4.1%,-1%,0.2%,-0.2%
CCCN(CCC(=O)Nc1cc(OC)cc(OC)c1)CC1CC1,i,59,-0.9,54,-12%,0%,7%,3.4%,5%,0.3%,0.3%
COCc1nnc(NC(=O)CS(=O)(=O)c2ccc(C)cc2)s1,i,7,-2.4,66,-36%,-1%,11%,3.3%,-7%,-0.2%,-0.1%
O=C(CC1SC(=Nc2ccccc2)N(CCCCO)C1=O)NCc1ccccc1 (stereo unspecified),i,38,-1.2,39,35%,-7%,6%,0.0%,-8%,-0.2%,-0.1%
CCOc1ccc(C(=O)N2CCN(c3cccc(C)c3C)CC2)cc1,i,30,3.7,63,6%,-10%,14%,3.7%,12%,-0.2%,-0.5%
Cc1ccc(C(=O)NCC(C)(C)O)cc1,i,42,-0.5,84,-14%,10%,-12%,-1.9%,19%,-0.3%,0.8%
COc1ccc(C)cc1NC(=O)C(Sc1nnc2ccccn12)c1ccccc1 (stereo unspecified),i,19,0.3,70,9%,5%,0%,-0.2%,21%,-0.1%,-1.2%
Cc1nc2nc(-c3ccccc3)[nH]n2c(=O)c1C,i,36,1.3,75,-12%,27%,6%,4.2%,-2%,-0.2%,1.0%
Cn1c(=O)[nH]c(=O)c2c1nc(N1CCNCC1)n2Cc1ccccc1,i,50,1.9,54,-23%[20 µM],10%,11%,0.1%,/,0.1%,-0.4%
COCCn1c(SCc2cc(C(C)=O)ccc2OC)nc2cc(Cl)ccc2c1=O,i,19,16,60,27%,-1%,0%,4.2%,17%,-0.3%,-0.1%
Clc1ccc(CNCc2cccs2)c(Cl)c1,i,51,3.0,59,-18%,3%,13%,7.8%,6%,0.4%,0.9%
CCN(CC)C(=O)c1ccc(-c2cccs2)s1,i,49,2.5,57,7%,9%,14%,-3.9%,4%,-0.2%,-0.3%
Cc1ccccc1N(CC(=O)Nc1ccc(F)cc1)S(C)(=O)=O,i,38,-1.2,69,-7%,-9%,9%,-1.3%,-2%,0.2%,-0.9%

By substructure, those above with an NH in an aromatic ring (3)
SMILES,T cell modulator,T cell modulator vesicle-bound %,NTR1 ag,NTR1 ag cell count 20 µM,KOR beta-arrestin-1,PhoP inhibition,GPR35 arrestin U2OS,KOR beta-arrestin-2,GPR55 antagonists,GPR55 beta-arrestin,West Nile antiviral
CCOC(=O)c1[nH]c2ccc(F)cc2c1NC(=O)CCN1CCSCC1,i,24,0.7,44,20%,7%,2%,-4.1%,2%,0.3%,-0.3%
Cc1nc2nc(-c3ccccc3)[nH]n2c(=O)c1C,i,36,1.3,75,-12%,27%,6%,4.2%,-2%,-0.2%,1.0%
Cn1c(=O)[nH]c(=O)c2c1nc(N1CCNCC1)n2Cc1ccccc1,i,50,1.9,54,-23%[20 µM],10%,11%,0.1%,/,0.1%,-0.4%

Next section.
SMILES,T cell modulator,T cell modulator vesicle-bound %,NTR1 ag,NTR1 ag cell count 20 µM,KOR beta-arrestin-1,PhoP inhibition,GPR35 arrestin U2OS,KOR beta-arrestin-2,GPR55 antagonists,GPR55 beta-arrestin,West Nile antiviral
Cc1ccccc1C(=O)NC(=S)NC1CCS(=O)(=O)C1 (stereo unspecified),i,11,-0.9,61,10%,-2%,-15%,-0.9%,20%,0.3%,-0.7%
N#Cc1ccc(-c2cccnc2)nc1SCC(N)=O,i,12,0.8,45,15%,2%,16%,-0.4%,-5%,2.3%,0.1%
CC(C)(CN1CCN(Cc2ccccc2)CC1)NS(=O)(=O)c1ccccc1,i,5,2.9,51,12%,-2%,-2%,1.3%,11%,-0.1%,-0.6%
Cc1ccnc(SCCn2c(N3CCN(C)CC3)nc3c2c(=O)n(C)c(=O)n3C)n1,i,50,-0.5,47,1%,2%,-16%,4.4%,6%,-0.1%,0.7%
CCOC(=O)C1=C(C)N=c2s/c(=C/c3cccc([N+](=O)[O-])c3O)c(=O)n2C1c1cc(OC)c(OC)c(OC)c1 (stereo unspecified),i,41,0.1,86,8%,8%,16%,-5.1%,2%,0.0%,-0.6%
CC(=O)c1ccc(NC(=O)N[C@@H](Cc2ccccc2)C(=O)O)cc1,i,41,0.5,59,-11%,-16%,2%,3.8%,-7%,0.2%,0.6%
CC(C)CNc1nc(S(=O)(=O)c2ccccc2)c(Cl)s1,i,28,0.6,70,25%,2%,1%,-3.6%,6%,-0.2%,-0.5%
CCc1ccccc1NC(=S)NCc1cccn1C,i,39,3.7,48,18%,6%,-10%,7.6%,6%,-0.2%,-0.2%
CCOC(=O)C1CCN(C(=O)c2ccc3c(=O)n4nc(Nc5cc(C)ccc5C)sc4nc3c2)CC1,i,7,7.5,52,-25%,4%,9%,-1.6%,-11%,0.0%,-0.2%
O=C(Nc1ccc(-c2nc3ccccc3s2)cc1)C1=COCCO1,i,43,-0.2,48,-23%,-2%,5%,0.3%,16%,-0.2%,-0.3%
O=C(NC1CCCCCC1)C1c2ccccc2C(=O)N1Cc1cccnc1 (stereo unspecified),i,22,1.1,73,2%,-2%,-7%,4.7%,-5%,0.2%,-0.2%
COc1ccc(NS(=O)(=O)c2cccc(C(=O)NC3CCC(O)CC3)c2)cc1 (stereo unspecified),i,21,0.9,52,11%,-1%,-11%,-2.8%,11%,-0.1%,1.6%
Cc1cc(NC(=O)c2ccccc2)nc2c1c(=O)oc1ccccc12,i,24,6.1,46,-22%,-10%,5%,-5.0%,-12%,0.6%,0.1%
Cc1onc(-c2c(Cl)cccc2Cl)c1C(=O)NCc1ccc(S(N)(=O)=O)cc1,i,53,0.1,55,-62%[20 µM],1%,7%,1.0%,8%,-0.2%,-0.1%
Cc1ccc(S(=O)(=O)Oc2ccc3ccc(O)cc3c2)cc1,i,68,-0.1,60,10%[20 µM],3%,-8%,-2.2%,-18%,-0.2%,0.5%
NC(=O)C1(N2CCCCC2)CCN(CC(=O)Nc2ccccc2-c2ccccc2)CC1,i,16,1.4,46,-1%,8%,-4%,3.1%,12%,0.3%,0.5%
Cc1cccc(NC(=O)c2c(O)c3ccccc3[nH]c2=O)c1,i,63,-0.4,94,-15%,-7%,12%,8.7%,-10%,0.5%,3.2%
Cc1ccc(C(C(=O)NCc2ccccc2)N(Cc2cccs2)C(=O)c2ccc3c(c2)OCCO3)cc1 (stereo unspecified),i,56,4.8,60,20%,4%,-6%,0.6%,4%,-0.3%,-0.4%
